# Compound activity as filed in PubChem.
# IDH1 mut inh: inhibitors of human IDH1 R132H. IDH1 R132H reductase, diaphorase/resazurin fluorescence, 60 min. inhibition, % at 10 µM. 70,000 compounds, 0.18% hits; in the data active = inhibition above about 34%;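 note: 0% = DMSO and 100% = no enzyme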
# EZH2 inh: inhibitors of human EZH2/PRC2 methyltransferase; inhibition, % at 12.5 µM; Q15910; AID 651548; 57,000 compounds, 0.35% hits; PRC2 H3K27 methylation, DELFIA TRF, 1 h;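 active = mean inhibition of replicates at least 50% and every single replicate also reaching 50%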;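 note: dimethyl H3K27 on biotinylated H3 21-44 peptide detected by antibody; plate controls were median neutral control wells for no effect and median positive control wells for full effect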
# Target sequence (Q15910 whole entry, looked up): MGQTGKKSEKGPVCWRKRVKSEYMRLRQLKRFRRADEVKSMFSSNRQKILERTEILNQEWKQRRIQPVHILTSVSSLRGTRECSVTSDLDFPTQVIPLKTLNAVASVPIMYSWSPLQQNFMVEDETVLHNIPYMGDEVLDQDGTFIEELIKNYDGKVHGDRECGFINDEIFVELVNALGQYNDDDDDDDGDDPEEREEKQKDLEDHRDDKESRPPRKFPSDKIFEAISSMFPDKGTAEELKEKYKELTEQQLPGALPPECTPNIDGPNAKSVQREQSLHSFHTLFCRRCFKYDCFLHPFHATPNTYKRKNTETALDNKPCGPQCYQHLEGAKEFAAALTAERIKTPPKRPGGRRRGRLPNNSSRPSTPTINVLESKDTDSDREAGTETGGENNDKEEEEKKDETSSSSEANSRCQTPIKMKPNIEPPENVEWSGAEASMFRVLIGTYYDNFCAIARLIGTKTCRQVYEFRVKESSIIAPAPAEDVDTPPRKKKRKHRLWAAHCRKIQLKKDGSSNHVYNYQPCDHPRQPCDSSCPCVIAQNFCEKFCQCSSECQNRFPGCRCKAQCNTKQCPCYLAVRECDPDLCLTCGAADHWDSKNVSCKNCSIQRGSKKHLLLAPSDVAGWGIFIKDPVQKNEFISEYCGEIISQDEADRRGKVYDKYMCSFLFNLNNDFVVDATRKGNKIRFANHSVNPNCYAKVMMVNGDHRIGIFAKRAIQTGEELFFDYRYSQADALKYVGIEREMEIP
# * hit, by the source's call; . = not tested or not shown.
# Each structure is followed by: IDH1 mut inh	EZH2 inh
CC(C)NC(=O)Nc1ccc2c(c1)C(=O)N([C@H](C)CO)C[C@@H](C)[C@@H](CN(C)Cc1ccncc1)OCCCC[C@@H](C)O2
    .	4
O=C(C[C@@H]1C=C[C@H](NC(=O)c2ccc(F)cc2)[C@@H](CO)O1)NCc1ccncn1
    -0.1	-11
C[C@H](CO)N1C[C@H](C)[C@H](CN(C)Cc2cccc(C(F)(F)F)c2)Oc2ncc(-c3cc4ccccc4o3)cc2C1=O
    -0.4	.
C[C@H]1CN([C@@H](C)CO)C(=O)c2cc(NS(=O)(=O)c3cccs3)ccc2O[C@H]1CN(C)CC1CCCCC1
    .	3
COCC(=O)N(C)C[C@@H]1Oc2cc(C#Cc3cccnc3)ccc2S(=O)(=O)N([C@H](C)CO)C[C@H]1C
    1.5	0
C[C@H](CO)N1C[C@H](C)[C@@H](CN(C)S(=O)(=O)c2ccc(F)cc2)Oc2ccc(NC(=O)Cc3cn(C)c4ccccc34)cc2C1=O
    -3.1	.
CC(C)NC(=O)Nc1ccc2c(c1)C(=O)N([C@@H](C)CO)C[C@@H](C)[C@H](CN(C)C(=O)CCCN(C)C)OCCCC[C@@H](C)O2
    2.3	-21
CN(C)C(=O)C[C@H]1C=C[C@H](NC(=O)C2CC2)[C@H](CO)O1
    0.3	-1
C[C@@H]1CN([C@H](C)CO)S(=O)(=O)c2ccc(C#CC3CCCC3)cc2O[C@H]1CN(C)Cc1cncnc1
    -0.5	0
COc1cccc(C(=O)Nc2ccc3c(c2)OC[C@@H](C)N(C)C[C@@H](C)[C@@H](OC)CN(C)C3=O)c1
    -0.1	3
Cc1c2c(=O)[nH]ncc2c(-c2ccccc2)n1CCSCc1c(F)cccc1Cl
    1.4	-90
C[C@H]1CN([C@@H](C)CO)C(=O)c2cc(-c3ccc(F)cc3)cnc2O[C@@H]1CN(C)C(=O)Cc1ccccn1
    -0.1	10
CC(C)CC(=O)N[C@H](C(=O)N[C@H](C(=O)N[C@@H](CC(C)C)[C@@H](O)CC(=O)N[C@@H](C)C(=O)N[C@@H](CC(C)C)[C@@H](O)CC(=O)O)C(C)C)C(C)C
    -0.4	21
COc1cccc(-c2cnc3c(c2)C(=O)N([C@H](C)CO)C[C@H](C)[C@H](CN(C)Cc2ccc(C(=O)O)cc2)O3)c1
    -5.1	5
C[C@@H]1CN([C@@H](C)CO)S(=O)(=O)c2ccc(Br)cc2O[C@H]1CN(C)C(=O)c1ccccc1
    .	6
Cc1ccccc1S(=O)(=O)NCC[C@@H]1CC[C@@H](NC(=O)Nc2cccc(Cl)c2)[C@@H](CO)O1
    -0.3	4
C[C@@H]1CCCCO[C@H](CN(C)C(=O)Cc2ccccc2)[C@H](C)CN([C@@H](C)CO)C(=O)c2cc(NS(=O)(=O)c3ccc(F)cc3)ccc2O1
    1.5	.
Cc1noc(C)c1NC(=O)N(C)C[C@@H]1Oc2ccc(NC(=O)NC(C)C)cc2CC(=O)N([C@@H](C)CO)C[C@H]1C
    1.8	.
CC(C)C#Cc1ccc2c(c1)O[C@H](CN(C)C(=O)c1ccccc1)[C@H](C)CN([C@H](C)CO)S2(=O)=O
    -0.7	.
C[C@@H]1CN([C@H](C)CO)C(=O)c2cccc(N(C)C)c2O[C@@H]1CN(C)Cc1ccccc1
    0.8	-7
O=C(C[C@H]1C=C[C@H](NC(=O)Nc2cc(F)ccc2F)[C@H](CO)O1)NCCCN1CCOCC1
    0.1	4
C[C@@H]1CN([C@@H](C)CO)C(=O)c2cc(C#CC3CC3)cnc2O[C@H]1CN(C)S(=O)(=O)c1cccc(F)c1
    .	-16
COc1ccc(NC(=O)COc2ccccc2)cc1NC(=O)c1ccco1
    0.1	3
C[C@@H]1CN([C@@H](C)CO)C(=O)c2cc(Br)cnc2O[C@H]1CN(C)C(=O)C1CCC1
    0.1	8
C[C@@H]1CN([C@@H](C)CO)C(=O)c2cccc(NC(=O)NC3CCCCC3)c2O[C@H]1CN(C)S(=O)(=O)c1cccs1
    0.0	.
CNC[C@H]1Oc2ccc(NC(=O)Nc3ccc4c(c3)OCO4)cc2C(=O)N([C@H](C)CO)C[C@H]1C
    0.1	-5
CCC(=O)N(C)C[C@H]1Oc2cc(C#Cc3ccccn3)ccc2S(=O)(=O)N([C@H](C)CO)C[C@@H]1C
    -3.1	-4
Cc1cc(C(=O)NN2C3CSC2CS3)no1
    1.4	-14
C[C@@H]1CCCCO[C@H](CN(C)S(=O)(=O)c2ccccc2)[C@H](C)CN([C@@H](C)CO)C(=O)c2cc(NS(=O)(=O)c3cn(C)cn3)ccc2O1
    -2.8	.
COc1ccc(C)cc1S(=O)(=O)N1CCC(C(=O)Nc2cccc(SC)c2)CC1
    -0.6	18
O=C(Nc1ccc2c(c1)[C@H]1C[C@H](CC(=O)N3CCCCC3)O[C@H](CO)[C@H]1O2)c1ccc2c(c1)OCO2
    2.0	15
Cc1ccc(S(=O)(=O)N(C)C[C@H]2Oc3ccc(NS(=O)(=O)c4cn(C)cn4)cc3CC(=O)N([C@@H](C)CO)C[C@@H]2C)cc1
    -5.5	.
C[C@H]1CN([C@@H](C)CO)C(=O)Cc2cc(NC(=O)NC3CCCCC3)ccc2O[C@@H]1CN(C)Cc1ccc(-c2ccccc2)cc1
    0.2	.
C[C@H]1CN([C@@H](C)CO)C(=O)c2cc(-c3ccccc3)cnc2O[C@H]1CN(C)C(=O)Nc1ccc2c(c1)OCO2
    -10	.
COCC(=O)N(C)C[C@@H]1Oc2cc(C#Cc3cccnc3)ccc2S(=O)(=O)N([C@H](C)CO)C[C@@H]1C
    1.0	5
C=CCNC(=O)[C@@H]1[C@H]2C(=O)O[C@H](c3ccccc3)[C@H](c3ccccc3)N2[C@H](c2ccccc2OCCO)[C@@]12C(=O)N(C(=O)OCCOC)c1ccccc12
    .	-14
CC(=O)N1CCN(c2ccc(OC[C@H]3CO[C@](Cn4ccnc4)(c4ccc(Cl)cc4Cl)O3)cc2)CC1
    0.1	-23
C[C@H](O)C#Cc1ccc2c(c1)O[C@H](CN(C)C(=O)CN(C)C)[C@@H](C)CN([C@@H](C)CO)S2(=O)=O
    -0.2	5
O=C(C[C@H]1C=C[C@H](NC(=O)Nc2ccccc2F)[C@@H](CO)O1)NCc1ccc(Cl)cc1
    0.2	-12
O=C(C[C@@H]1C=C[C@@H](NC(=O)c2cccc(F)c2)[C@H](CO)O1)NCc1ccc(Oc2ccccc2)cc1
    0.2	8
O=C(N[C@@H]1CC[C@@H](CCNS(=O)(=O)c2ccccc2Cl)O[C@H]1CO)c1ccc(F)cc1
    0.3	10
C[C@H](CO)N1C[C@H](C)[C@@H](CN(C)Cc2ccncc2)Oc2ccc(NC(=O)Nc3ccc4c(c3)OCO4)cc2C1=O
    1.9	13
CC(C)NC(=O)N(C)C[C@H]1Oc2c(NC(=O)Nc3ccccc3)cccc2C(=O)N([C@H](C)CO)C[C@@H]1C
    2.6	14
Nc1c(S(=O)(=O)O)cc(Nc2ccc(Cl)cc2)c2c1C(=O)c1ccccc1C2=O
    -1.3	68*
C[C@@H]1CN([C@H](C)CO)C(=O)c2cc(NS(=O)(=O)c3ccccc3)ccc2O[C@H]1CN(C)C(=O)Nc1ccc(C(F)(F)F)cc1
    -0.3	.
CCOC(=O)Cn1c(=O)c(C(N)=S)cn(C(C)C)c1=O
    0.1	48
C[C@H](O)C#Cc1ccc2c(c1)O[C@H](CN(C)Cc1ccncc1)[C@H](C)CN([C@H](C)CO)S2(=O)=O
    .	2
CCCNC(=O)N(C)C[C@@H]1Oc2ncc(C#CC3CCCCC3)cc2C(=O)N([C@@H](C)CO)C[C@H]1C
    .	-3
CCCC(=O)Nc1ccc2c(c1)C(=O)N(C)C[C@@H](OC)[C@H](C)CN(Cc1ccccc1)[C@@H](C)CO2
    -0.3	-10
CC(C)NC(=O)N(C)C[C@@H]1Oc2ncc(C#Cc3ccc(C(F)(F)F)cc3)cc2C(=O)N([C@H](C)CO)C[C@@H]1C
    -3.5	-23
Cc1cc(C)c(C#N)c(SCC(=O)Nc2ccc(C(N)=O)cc2)n1
    -0.2	-6
C[C@@H]1CCCCO[C@H](CN(C)CC2CC2)[C@@H](C)CN([C@@H](C)CO)C(=O)c2cc(NS(=O)(=O)c3ccccc3)ccc2O1
    2.3	.
N#Cc1ccc(NC(=O)CCC(=O)O)cc1
    2.5	8
C[C@H](CO)N1C[C@H](C)[C@H](CN(C)Cc2ccc3c(c2)OCO3)Oc2ccc(N(C)C)cc2C1=O
    1.4	-1
O=C(NCC[C@H]1CC[C@@H](NC(=O)C2CC2)[C@H](CO)O1)c1cnccn1
    -0.1	2
COc1ccc(S(=O)(=O)N(C)C[C@H]2OCCCC[C@H](C)Oc3ccc(NC(=O)Cc4ccccc4)cc3C(=O)N([C@H](C)CO)C[C@H]2C)cc1
    0.7	.
Cc1ccc(S(=O)(=O)Nc2ccc3c(c2)C(=O)N([C@@H](C)CO)C[C@H](C)[C@H](CN(C)C(=O)Nc2ccc(F)cc2)O3)cc1
    1.2	5
C[C@H]1CN([C@@H](C)CO)C(=O)CCCn2cc(nn2)CO[C@@H]1CN(C)S(=O)(=O)c1ccc(C#N)cc1
    1.8	.
O=C(CCc1nc2ccccc2[nH]1)Nc1cccc(C(F)(F)F)c1
    -0.3	5
CC(C)NC(=O)NCC[C@H]1CC[C@H](NS(=O)(=O)c2ccc(-c3ccccc3)cc2)[C@H](CO)O1
    -0.1	0

# Sorted by heavy-atom count (smallest number first): part of the list above.
# Each structure is followed by: IDH1 mut inh	EZH2 inh
C[C@H](O)C#Cc1ccc2c(c1)O[C@H](CN(C)Cc1ccncc1)[C@H](C)CN([C@H](C)CO)S2(=O)=O
    .	2
COCC(=O)N(C)C[C@@H]1Oc2cc(C#Cc3cccnc3)ccc2S(=O)(=O)N([C@H](C)CO)C[C@@H]1C
    1.0	5
O=C(Nc1ccc2c(c1)[C@H]1C[C@H](CC(=O)N3CCCCC3)O[C@H](CO)[C@H]1O2)c1ccc2c(c1)OCO2
    2.0	15
C[C@H](CO)N1C[C@H](C)[C@@H](CN(C)Cc2ccncc2)Oc2ccc(NC(=O)Nc3ccc4c(c3)OCO4)cc2C1=O
    1.9	13
COc1ccc(S(=O)(=O)N(C)C[C@H]2OCCCC[C@H](C)Oc3ccc(NC(=O)Cc4ccccc4)cc3C(=O)N([C@H](C)CO)C[C@H]2C)cc1
    0.7	.

# Following part.
# Each structure is followed by: IDH1 mut inh	EZH2 inh
C[C@@H]1CN([C@@H](C)CO)C(=O)CCCn2cc(nn2)CO[C@H]1CN(C)Cc1ccccc1
    -3.8	0
C[C@@H]1CN([C@H](C)CO)C(=O)c2cccc(NS(=O)(=O)c3ccc(F)cc3)c2O[C@@H]1CN(C)S(=O)(=O)c1ccc(F)cc1
    1.7	.
C[C@H](CO)N1C[C@H](C)[C@H](CN(C)C(=O)Nc2ccc3c(c2)OCO3)Oc2ncc(-c3cccc(C(F)(F)F)c3)cc2C1=O
    -0.1	-22
O=[N+]([O-])c1ccc2nc(CSc3nc4ccccc4o3)[nH]c2c1
    0.1	12
CCCN1C[C@@H](C)[C@@H](OC)CN(C)C(=O)c2ccc(NC(=O)COC)cc2OC[C@@H]1C
    -0.2	-3
Cc1cc(C)c(NC(=O)CN(c2ccc(Cl)cc2)S(C)(=O)=O)c(C)c1
    0.2	5
CO[C@H]1CN(C)C(=O)c2ccc(NC(=O)c3nc4ccccc4s3)cc2OC[C@@H](C)N(Cc2cccnc2)C[C@H]1C
    .	-17
C=CCN1C(=O)[C@@]2(O[C@@H](CCn3cc(CCO)nn3)[C@H]([Si](C)(C)c3ccc(OC)cc3)[C@H]2C)c2cc(N3CCOC3=O)ccc21
    .	6
COC(=O)CSc1nc2sc3c(c2c(=O)n1Cc1ccccc1)CCCC3
    -0.2	19
O=C(N/N=C/c1cc(F)ccc1O)c1ccccn1
    .	0
O=C(C[C@H]1C[C@@H]2c3cc(NC(=O)C4CCC4)ccc3O[C@@H]2[C@H](CO)O1)NCc1ccccc1
    0.1	-1
C[C@@H]1CN([C@H](C)CO)C(=O)c2cc(NS(=O)(=O)c3ccc(Cl)cc3)ccc2O[C@@H]1CN(C)Cc1ccncc1
    0.0	-2
C[C@@H](NC(=O)C[C@H]1C[C@H]2c3cc(NC(=O)Nc4ccccc4F)ccc3O[C@H]2[C@H](CO)O1)c1ccccc1
    -0.1	-8
CO[C@H]1CC[C@@H]2CCN(C)C(=O)[C@@H](C)[C@H](OC)CN(C)C(=O)c3cc(C#N)ccc3OC[C@H]1O2
    0.3	5
COc1ccccc1S(=O)(=O)N(C)C[C@H]1Oc2cc(C#CCC(C)C)ccc2S(=O)(=O)N([C@H](C)CO)C[C@@H]1C
    -0.5	.
CO[C@H]1CN(C)C(=O)c2cc(NS(=O)(=O)c3ccccc3C)ccc2OC[C@@H](C)NC[C@@H]1C
    0.0	-30
C/C=C/c1ccc2c(c1)O[C@H](CN(C)C(=O)c1cccc(F)c1)[C@@H](C)CN([C@H](C)CO)S2(=O)=O
    1.4	-2
C[C@@H]1CN([C@@H](C)CO)C(=O)c2cc(N(C)C)ccc2O[C@@H]1CN(C)Cc1ccc2c(c1)OCO2
    2.9	7
CO[C@H]1CN(C)C(=O)c2ccc(NC(=O)c3cnccn3)cc2OC[C@@H](C)NC[C@H]1C
    0.6	-4
CCCNC(=O)Nc1ccc2c(c1)C(=O)N(C)C[C@H](OC)[C@@H](C)CN(C(=O)CC)[C@H](C)CO2
    .	-12
O=C(NCC[C@@H]1CC[C@@H](NS(=O)(=O)c2cccc(F)c2)[C@@H](CO)O1)C1CCOCC1
    0.1	2
Cc1cc(C)c2nc(-c3ccccn3)cc(C(=O)Nc3cccc(Cn4cccn4)c3)c2c1
    0.2	-10

# An excerpt (hit frequency here may not be typical).
